Screens: PubChem BioAssay, National Center for Advancing Translational Sciences (NCATS)
LmPK inh: inhibitors of Leishmania mexicana pyruvate kinase; Potency, µM (series often up to 57.5 µM), for the others: at the highest dose activity change, negative = inhibition, actives largely listed as inhibitors; purified LmPK, Kinase-Glo ATP luminescence, 1 h; Q27686; 290,000 tested, 0.37% active; AID 1721; also: potency is read from the fitted curve at half-maximal effect
Target sequence (Q27686 whole entry, looked up): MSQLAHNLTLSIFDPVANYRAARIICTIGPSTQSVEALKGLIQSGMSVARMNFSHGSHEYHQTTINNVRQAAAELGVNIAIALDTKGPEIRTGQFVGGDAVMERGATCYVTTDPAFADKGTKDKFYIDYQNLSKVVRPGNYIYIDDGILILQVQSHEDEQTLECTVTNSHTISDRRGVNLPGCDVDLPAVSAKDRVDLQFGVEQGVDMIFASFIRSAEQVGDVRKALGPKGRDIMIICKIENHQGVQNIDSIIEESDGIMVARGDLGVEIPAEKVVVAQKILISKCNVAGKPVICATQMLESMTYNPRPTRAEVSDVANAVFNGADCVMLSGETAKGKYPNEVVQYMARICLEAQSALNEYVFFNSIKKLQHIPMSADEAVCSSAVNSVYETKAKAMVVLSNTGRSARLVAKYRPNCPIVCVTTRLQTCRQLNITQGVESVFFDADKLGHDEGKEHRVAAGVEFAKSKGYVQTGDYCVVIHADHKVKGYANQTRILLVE
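Purified LmPK (0.1 nM) with 0.5 mM PEP and 0.1 mM ADP in imidazole buffer pH 7.2 with MgCl2/KCl, 1 h at room temperature. ATP formed was read by luciferase luminescence and normalized to no-enzyme and uninhibited controls.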
TbPYK inhibitor: blocks Trypanosoma brucei pyruvate kinase; TbPYK enzyme, Kinase-Glo Plus ATP luminescence, 45 min; Potency, µM (top dose mostly 76.8 µM), inactives show at the top dose activity, negative = inhibition, actives largely listed as inhibitors; 410,000 tested, 0.12% active; AID 624173; also: potency is read from the fitted curve at half-maximal effect; nearly all actives have a fitted effect of over 50% in size
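ADP (130 uM final) triggers the TbPYK reaction after compound addition; incubation is 45 min at room temperature. Kinase-Glo Plus is then added and luminescence imaged. Normalized data are fitted to concentration-effect curves.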
AMA1-RON2 inh: inhibitors of Plasmodium falciparum AMA1-RON2 interaction | 360,000 tested, 0.2% active | AID 720542 | AlphaScreen AMA1-biotinylated RON2 peptide binding | Potency, µM (doses to about 58.2 µM), for inactives: top-dose activity change, negative = inhibition, most hits filed as inhibitors;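 also: potency is read from the fitted curve at half-maximal effect; 0% = vehicle wells and -100% = peptide control; nearly all actives have a fitted effect of over 45% in size; some results filed as inactive show a strong effect at the top dose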
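AMA1 (3D7) with his tag at 25 nM final met compounds first, then biotinylated RON2 peptide at 25 nM; detection used donor plus acceptor beads, 10 µg/mL apiece, read by AlphaScreen after 30 min at room temperature.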
HCV inhibitor: blocks hepatitis C virus | Huh7.5.1 HCVcc-Cre infection, luciferase reporter, 44 h | Potency, µM (top dose mostly 41.8 µM), for the others: at the top dose activity change, negative = inhibition, usual class: inhibitors | 340,000 tested, 3.4% active | AID 651820; also: potency is read from the fitted curve at half-maximal effect
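Antiviral activity was scored by luciferase reporter output from cells infected with HCVcc-Cre (~0.5 moi) in presence of compound, 44 h infection period, cells seeded 1,000/well 4 h prior.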
AmpC no deterg: AmpC beta-lactamase inhibition without detergent | 330,000 tested, 0.52% active | Potency, µM (doses to about 57.1 µM), without a hit: at the highest dose activity change, negative = inhibition, hits mostly inhibitors | AmpC nitrocefin hydrolysis, absorbance 480 nm, 0.0001% Triton;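 also: potency is read from the fitted curve at half-maximal effect; plate controls were no compound for no effect and no enzyme for full effect; nearly all actives have a fitted effect of over 20% in size; some results filed as inactive show a strong effect at the top dose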
Target sequence (P00811 whole entry, looked up): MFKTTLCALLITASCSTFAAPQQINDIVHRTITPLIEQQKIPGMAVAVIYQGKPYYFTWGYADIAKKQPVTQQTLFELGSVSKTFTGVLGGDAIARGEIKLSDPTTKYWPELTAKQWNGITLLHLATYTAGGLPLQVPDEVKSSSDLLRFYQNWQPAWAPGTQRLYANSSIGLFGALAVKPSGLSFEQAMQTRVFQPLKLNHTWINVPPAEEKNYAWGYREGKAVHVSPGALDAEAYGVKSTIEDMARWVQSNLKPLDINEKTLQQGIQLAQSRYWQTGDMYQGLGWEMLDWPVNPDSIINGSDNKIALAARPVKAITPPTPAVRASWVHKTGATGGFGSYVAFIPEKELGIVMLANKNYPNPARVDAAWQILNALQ
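20 mM phosphate pH 7.0 + 0.01% (detergent screen) or 0.0001% Triton X-100; 5.3 nM AmpC reagent; cpd preinc 15 min RT; nitrocefin (800 uM stock) to start; A480 q20 s × 4 min; Activity was normalised to no-enzyme and no-compound control wells.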
AmpC detergent: inhibitors of E. coli AmpC beta-lactamase with detergent | AmpC hydrolysis of nitrocefin, absorbance 480 nm, 0.01% Triton | Potency, µM (highest dose often 114 µM), for inactives: at the top dose activity change, negative = inhibition, actives largely listed as inhibitors | 370,000 tested, 0.041% active;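 also: potency is read from the fitted curve at half-maximal effect; 0% = no-compound wells and -100% = no-enzyme wells; nearly all actives have a fitted effect of over 25% in size; some results filed as inactive show a strong effect at the top dose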
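20 mM phosphate pH 7.0 + 0.01% (detergent screen) or 0.0001% Triton X-100; 5.3 nM AmpC reagent; cpd preinc 15 min RT; nitrocefin (800 uM stock) to start; A480 q20 s × 4 min; Activity was normalised to no-enzyme and no-compound control wells.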
HCMV inh: blocks human cytomegalovirus replication. activity change, negative = inhibition, % at 57.5 µM. 410,000 tested, 4.5% active. AID 1259415. HFF cells, HCMV-luciferase reporter, 72 h; stronger effect = lower value; in the data active = activity change below about -60%; inconclusive = no clear call, values can overlap the other calls; inactive = above about -39%
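Two-dose cell screen: HFF monolayers treated with compounds and infected with luciferase-expressing HCMV at 1 PFU/cell, 72 h at 37C, then lysed for luciferase measurement.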
* hit, by the source's call; & = joins results of further samples; [ ] = remark or other dose. Unless noted, calls follow the shape of the dose curve; as a rule, active = well fitted curve in the direction sought with a large enough effect; inconclusive = small, poorly fitted or top-dose-only effect, or another doubt; inactive = no such curve, though single readings can be large; an effect the other way counts as inactive or inconclusive. Unless noted, % is scaled to controls: 0 for no effect and ±100 for the full control effect.

Screening O=C(CN1C(=O)C2C3C=CC(C3)C2C1=O)Nc1ccc2c(c1)OCCO2 (configuration not stated) returned LmPK inh 3.6%, TbPYK inhibitor -2.4%, AMA1-RON2 inh 2.8%, HCV inhibitor 25.4%, AmpC no deterg -21.0%, AmpC detergent -11.7% and HCMV inh 99.6.
`Cc1ccccc1OCc1nnc(SCc2cc(=O)c3cccc(F)c3[nH]2)n1C` gave TbPYK inhibitor 2.9%, AmpC detergent 13.6% and HCMV inh -8.1.
CCc1ccc(-c2nc(CS(=O)CC(=O)NCc3ccco3)c(C)o2)cc1 (configuration not stated) was read as LmPK inh 11.1%, TbPYK inhibitor 2.1%, AMA1-RON2 inh -2.3%, HCV inhibitor -5.5%, AmpC no deterg 34.9%, AmpC detergent -12.8% and HCMV inh -31.1.
For CNc1ccc(Cl)cc1S(=O)(=O)c1ccccc1[N+](=O)[O-] the results were TbPYK inhibitor 0.8%, AMA1-RON2 inh -24.8% and HCMV inh inconclusive.
OC(c1ccc(F)c(F)c1)c1ncc(-c2cccc(C(F)(F)F)c2)[nH]1 (configuration not stated) was read as TbPYK inhibitor 1.8%, AMA1-RON2 inh -14.5% and HCMV inh inconclusive.
Screening Cc1ccc(C2(c3noc(CN(C)CC4COCCO4)n3)CCCC2)cc1 (configuration not stated) returned LmPK inh 2.7%, TbPYK inhibitor 10.0%, AMA1-RON2 inh 38.8%[activator], HCV inhibitor -2.0%, AmpC no deterg 226.9%[activator], AmpC detergent -7.7% and HCMV inh 12.2.
`CCCNC(=S)N1CCC(Cc2ccccc2)CC1` gave LmPK inh -7.0%, TbPYK inhibitor -7.9%, AMA1-RON2 inh 5.2%, HCV inhibitor inconclusive, AmpC no deterg -8.1%, AmpC detergent -5.3% and HCMV inh 60.6.
Screening CCc1ccccc1NC(=O)CNCC(=O)Nc1ccccc1CC returned LmPK inh 0.2%, TbPYK inhibitor -12.8%, AMA1-RON2 inh 16.8%, HCV inhibitor 19.3%, AmpC no deterg 8.5%, AmpC detergent -12.3% and HCMV inh -36.0.
`CC(c1ccon1)N(C)Cc1cn(C)nc1-c1cccc(Cl)c1` (configuration not stated) gave LmPK inh 10.9%, TbPYK inhibitor 6.6%, AMA1-RON2 inh inconclusive, HCV inhibitor -7.9%, AmpC no deterg 4.3%, AmpC detergent -2.5% and HCMV inh -5.6.
Screening CCOc1ccccc1OCCC(=O)N1CCN(S(=O)(=O)c2ccccc2[N+](=O)[O-])CC1 returned TbPYK inhibitor 2.5%, AMA1-RON2 inh -6.8%, HCV inhibitor -9.2%, AmpC no deterg 55.3%, AmpC detergent -1.5% and HCMV inh inconclusive.
For O=C(COC(=O)CNC(=O)c1ccco1)Nc1ccccc1OC(F)F the results were LmPK inh -0.7%, TbPYK inhibitor 4.8%, AMA1-RON2 inh 18.9%, HCV inhibitor -0.3%, AmpC no deterg -17.4%[11.4 µM], AmpC detergent 4.6% and HCMV inh -15.6.
Screening Cc1ccc(-c2nc(-c3cc4cccc(OCc5ccccc5F)c4oc3=O)no2)cc1 returned TbPYK inhibitor 0.3%, AmpC detergent 20.2% and HCMV inh -22.0.
`Nc1nc(SCC(=O)NCCO)nc2sc3c(c12)CCCC3` gave LmPK inh 1.2%, TbPYK inhibitor -2.8%, AMA1-RON2 inh 6.8%, HCV inhibitor 6.1%, AmpC no deterg -14.5%, AmpC detergent 2.9% and HCMV inh 5.7.
For Cc1ccc(NS(=O)(=O)c2ccc(Br)s2)cc1S(=O)(=O)N1CCOCC1 the results were LmPK inh 3.0%, TbPYK inhibitor -6.5%, AMA1-RON2 inh -3.2%, HCV inhibitor 20.3%, AmpC no deterg -41.9%, AmpC detergent 2.4% and HCMV inh 27.1.
CCOc1cc(/C=C2\SC(=N)N(c3nonc3N)C2=O)ccc1OCC(N)=O was read as LmPK inh 0.9%, TbPYK inhibitor -5.7%, AMA1-RON2 inh -7.6%, HCV inhibitor inconclusive, AmpC no deterg -11.1%, AmpC detergent -8.4% and HCMV inh -2.1.
For O=C1CSC(c2cn(-c3ccccc3)nc2-c2cccs2)N1CC1CCCO1 (configuration not stated) the results were LmPK inh 1.0%, TbPYK inhibitor 2.6%, AMA1-RON2 inh -12.0%, HCV inhibitor inconclusive, AmpC no deterg 167.5%[activator], AmpC detergent 0.4% and HCMV inh -26.3.
`Cc1nc(N)sc1-c1nnc(SCC(=O)Nc2nccs2)n1C` gave LmPK inh -1.1%, TbPYK inhibitor -2.3%, AMA1-RON2 inh 0.0%, HCV inhibitor 3.5%, AmpC no deterg -21.8%, AmpC detergent inconclusive and HCMV inh 11.3.
Screening Cc1cc(C)n2cc(CSc3nnc(-c4ccccc4)c(-c4ccccc4)n3)nc2n1 returned TbPYK inhibitor -6.9%, AMA1-RON2 inh 0.6%, HCV inhibitor 5.6% and HCMV inh -9.1.
`CC1CC(C)CN(C(=O)c2ccc(-c3ccc([N+](=O)[O-])cc3)o2)C1` (configuration not stated) gave TbPYK inhibitor -19.3%, AMA1-RON2 inh inconclusive, HCV inhibitor -32.2%, AmpC no deterg 2.3%, AmpC detergent -10.1% and HCMV inh inconclusive.
COc1ccccc1CNC(=O)C/C(C)=N/NC(=O)Cc1ccccc1 was read as LmPK inh 1.2%, TbPYK inhibitor 1.0%, AMA1-RON2 inh 16.3%, HCV inhibitor -2.2%, AmpC no deterg -6.2%, AmpC detergent -7.8% and HCMV inh -6.5.
Screening CC1(C)CC2(CC(c3ccccc3F)c3cc(Cl)c(O)cc3O2)NC(=S)N1 (configuration not stated) returned LmPK inh 3.9%[11.5 µM], TbPYK inhibitor 3.0%, AMA1-RON2 inh 34.1%[activator], HCV inhibitor inconclusive, AmpC no deterg -35.9%, AmpC detergent 1.5% and HCMV inh inconclusive.
Screening COc1ccc(OC)c(-n2nnnc2SCC(=O)Nc2ccc(C(=O)N3CCCCC3)cc2)c1 returned LmPK inh 3.1%, TbPYK inhibitor -4.9%, AMA1-RON2 inh 6.0%, HCV inhibitor -23.6%&-43.6%, AmpC no deterg 18.1%, AmpC detergent -3.1% and HCMV inh -64.1*.
CCOc1ccc(CCNC(=O)COC(=O)c2cc(=O)[nH]c3ccccc23)cc1OCC was read as TbPYK inhibitor -25.2%, AMA1-RON2 inh 0.1%, HCV inhibitor -10.9%, AmpC no deterg 33.8%, AmpC detergent -13.2% and HCMV inh -12.0.
COc1ccc(COC(=O)c2ccc(S(=O)(=O)N3CCC(C)CC3)cc2)cc1 was read as LmPK inh -9.6%, TbPYK inhibitor -1.4%, AMA1-RON2 inh -8.5%, HCV inhibitor 3.5%, AmpC no deterg -3.2%, AmpC detergent -13.1% and HCMV inh 1.6.

Part of the list above in order of length of the SMILES, lowest first.
For Cc1ccc(NS(=O)(=O)c2ccc(Br)s2)cc1S(=O)(=O)N1CCOCC1 the results were LmPK inh 3.0%, TbPYK inhibitor -6.5%, AMA1-RON2 inh -3.2%, HCV inhibitor 20.3%, AmpC no deterg -41.9%, AmpC detergent 2.4% and HCMV inh 27.1.
Screening Cc1cc(C)n2cc(CSc3nnc(-c4ccccc4)c(-c4ccccc4)n3)nc2n1 returned TbPYK inhibitor -6.9%, AMA1-RON2 inh 0.6%, HCV inhibitor 5.6% and HCMV inh -9.1.
CCOc1ccc(CCNC(=O)COC(=O)c2cc(=O)[nH]c3ccccc23)cc1OCC was read as TbPYK inhibitor -25.2%, AMA1-RON2 inh 0.1%, HCV inhibitor -10.9%, AmpC no deterg 33.8%, AmpC detergent -13.2% and HCMV inh -12.0.

Going on with the list:
`Cc1cc[n+](CC(=O)c2cccs2)cc1` gave LmPK inh 4.5%, TbPYK inhibitor -3.9%, AMA1-RON2 inh -0.3%, HCV inhibitor 8.0%, AmpC no deterg -15.0%, AmpC detergent inconclusive and HCMV inh 7.0.
CSC1=NCCN1C(=O)C(C)Oc1ccccc1 (configuration not stated) was read as LmPK inh -0.6%, TbPYK inhibitor -0.3%, AMA1-RON2 inh 3.0%, HCV inhibitor inconclusive, AmpC no deterg -3.6%, AmpC detergent -18.9% and HCMV inh 21.6.
For Cc1ccc(C(=O)CSc2ncn[nH]2)cc1 the results were LmPK inh 2.2%, TbPYK inhibitor -20.5%, AMA1-RON2 inh -11.9%, HCV inhibitor 5.5%, AmpC no deterg -26.8%, AmpC detergent inconclusive and HCMV inh 27.0.
For COc1ccc(-c2cn(Cc3ccc(C(N)=O)cc3)c(CCN)n2)cc1 the results were TbPYK inhibitor 1.9%, AMA1-RON2 inh 48.5%[activator], HCV inhibitor -3.5%, AmpC no deterg 61.6%[activator], AmpC detergent -1.2% and HCMV inh 60.9.
`CCOC(=O)C1CCN(C(=O)c2ccc(OC3CCN(C(=O)CCOC)CC3)cc2)CC1` gave LmPK inh -0.3%, TbPYK inhibitor -3.2%, AMA1-RON2 inh 11.1%, HCV inhibitor 8.6%, AmpC no deterg -5.3%, AmpC detergent -0.3% and HCMV inh 79.4.
Screening COC(CNC(=O)C1CC(=O)N(CCc2ccccc2)C1)OC (configuration not stated) returned LmPK inh -1.6%, TbPYK inhibitor 7.8%, AMA1-RON2 inh -7.1%, HCV inhibitor 8.0%, AmpC no deterg -6.7%, AmpC detergent -7.6% and HCMV inh -10.2.
